LYP inhibition = inhibition of human PTPN22 tyrosine phosphatase – biochemical, DiFMUP fluorescence, recombinant catalytic domain, 10 µM, primary screen (AID 606); inhibition, % at 10 µM; hits with a dose series show IC50 in µM; 52,000 tested, under 10 active; recombinant LYP catalytic domain, DiFMUP fluorescence; higher % means a stronger effect;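 active = IC50 under 40 µM in the dose-response test; inactive = IC50 of 40 µM or more, or never dose-tested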
DPM-DC inhibit = S. pneumoniae DPM-DC inhibition; AID 556; 65,000 compounds, 0.49% hits; calls only at 10 µM; purified DPM-DC, PK/LDH coupled NADH fluorescence;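 active = the 320 compounds with the highest percent inhibition in the single-dose primary screen, excluding strongly autofluorescent ones, cut at about 32% in these data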;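 also: kinetic rate of NADH fluorescence loss reporting ADP formed by the decarboxylase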
HT1080 viability = HT1080 cell viability loss – fluorescence readout (AID 620). 87,000 compounds, 0.42% hits. HT1080 viability, fluorescence; higher % means a stronger effect. cytotoxicity, % at 10 µM, or EC50 in µM where a hit was titrated;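 also: cells exposed to compound overnight then 4 h with Alamar Blue; 0% = vehicle DMSO and 100% = killing control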
Spn PMK inh = blocks S. pneumoniae phosphomevalonate kinase. purified PMK, PK/LDH-coupled NADH absorbance 340 nm. inhibition, % at 10 µM. 65,000 compounds, 0.49% hits;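 active = top-ranked compounds by inhibition in the single 10 µM screen, taking a fixed number of the strongest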;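 also: 0% = full reaction with DMSO carrier and 100% = background rate without enzyme reaction; no value below 0 was filed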
Bfl-1 inhibitors = displacement of Bid BH3 peptide from Bfl-1 – biochemical, fluorescence polarization, FITC-Bid, mouse, primary screen (AID 432); FITC-Bid BH3 peptide fluorescence polarization displacement; higher % means a stronger effect; displacement, % at 20 µM, or IC50 in µM where a hit was titrated; 64,000 compounds, 0.02% hits; in the data active = a potency from the dose series; inactive = the rest, 99 in 100 with displacement below about 15%; also: strong numbers were not always called active
TNAP inhibition = human TNAP enzyme inhibitors, biochemical, luminescent (AID 518) | purified TNAP enzyme, luminescent substrate readout; higher % means a stronger effect | inhibition, % at 20 µM, or IC50 in µM where a hit was titrated | 64,000 compounds, 0.09% hits; in the data active = a potency from the dose series; inactive = the rest, 99 in 100 with inhibition below about 22%;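 also: plate controls were vehicle for no effect and reference inhibitor for full effect; many of its hits are not listed in these tables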
Spn MK inh = inhibitors of Streptococcus pneumoniae mevalonate kinase | purified MK, PK/LDH-coupled NADH absorbance 340 nm | AID 555 | 65,000 compounds, 0.48% hits | inhibition, % at 10 µM;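 active = ranked among the strongest by inhibition in the single 10 µM screen, a fixed top-ranked set picked for dose follow-up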; also: no value below 0 was filed
HPDE-C7 viability = cytotoxicity in HPDE-C7 cells, cell-based, fluorescence, HTS (AID 430) | HPDE-C7 pancreatic duct cells viability, fluorescence; higher % means a stronger effect | one-dose cytotoxicity, % at 10 µM; EC50 in µM for titrated hits | 63,000 compounds, 1.8% hits;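 also: cells exposed to compound for 48 hours before viability readout; 0% = vehicle and 100% = reference cytotoxic drug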
KRASV12 cytotoxicity = viability loss of HPDE-C7K cells – cell-based, fluorescence, HTS, primary screen (AID 431); HPDE-C7K KRASV12 cells, Alamar Blue viability, 48 h; higher % means a stronger effect; cytotoxicity, % at 10 µM; hits with a dose series show EC50 in µM; 63,000 compounds, 1.7% hits;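 active = compounds whose percent cytotoxicity in the single-dose primary screen, scaled between solvent and toxic-drug controls, exceeds 50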;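 also: 0% = DMSO solvent wells and 100% = doxorubicin-treated wells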
Spn PMK inh pilot replicates = recorded beside Spn PMK inh, whose call it bears; inhibition, %; measured here: pilot screen replicates
Spn MK inh pilot replicates = further read-out of Spn MK inh, marked with its call; inhibition, %; measured here: pilot screen replicates
DPM-DC inhibit pilot screen % = further read-out of DPM-DC inhibit, marked with its call; inhibition, %; measured here: pilot screen trials
Starred values were filed as active, the others as inactive; i = inactive; · = no result given. Rule as the data show it, unless noted: active = cytotoxicity above about 50%; inactive = the rest.

SMILES | LYP inhibition | DPM-DC inhibit | HT1080 viability | Spn PMK inh | Bfl-1 inhibitors | TNAP inhibition | Spn MK inh | HPDE-C7 viability | KRASV12 cytotoxicity | others
COc1ccc(OC)c(N)c1 | 7% | i | 16% | 6 | -2% | 2% | 3 | -18% | -19%
COc1ccc(CCNC(=O)COc2nsnc2N2CCOCC2)cc1OC | 5% | i | 28% | 11 | -1% | 3% | 1 | -12% | -4%
Cc1cc(C)c(-c2cc(C(=O)Nc3c(C)n(C)n(-c4ccccc4)c3=O)[nH]n2)c(O)c1 | 5% | i | -2% | 8 | -1% | -16% | 1 | 1% | -1% | Spn PMK inh pilot replicates=0.0;Spn MK inh pilot replicates=2.0;DPM-DC inhibit pilot screen %=2.0
O=C(Cn1c(-c2cncs2)nc2ccccc21)NC1CCCC1 | 12% | i | 3% | 10 | -3% | 10% | 9 | 2% | -3% | Spn PMK inh pilot replicates=4.0;Spn MK inh pilot replicates=0.0;DPM-DC inhibit pilot screen %=0.0
CCC(C)NC(=O)C1CCC(=O)N(c2cc(OC)c(OC)c(OC)c2)C1c1ccc(OC)cc1 (stereo unspecified) | 5% | i | 2% | 0 | 1% | 2% | 12 | -19% | -13%
CCCn1cnc2cc(NCc3ccccn3)ccc21 | 7% | i | -3% | 3 | -3% | 9% | 4 | -9% | 3%
CC(=O)Nc1cccc(OCC(=O)Nc2ccc(F)cc2)c1 | 14% | i | 3% | 9 | 2% | 9% | 8 | 1% | 0%
CSCSC1=C(C#N)C(c2ccccc2Cl)C(C(C)=O)=C(C)N1 (stereo unspecified) | 9% | i | 0% | 0 | 5% | 10% | 11 | 22% | 23%
CCn1cc(C2N3CC4(C)CN2CC(C)(C3)C4=O)c2ccccc21 (stereo unspecified) | -8% | i | -1% | 10 | -3% | 4% | 0 | 7% | 7%
O=C(Cn1c(NCCO)nc2ccccc21)NCCc1ccccc1 | 10% | i | -2% | 10 | 0% | 2% | 1 | 3% | 5%
CC(=O)CSc1nc2ccc(Nc3nc(N4CCOCC4)nc(N4CCOCC4)n3)cc2s1 | -28% | i | 5% | 11 | -6% | 9% | 10 | -4% | 43%
COc1cc(CNc2ccc3c(c2)CCC3)cc(OC)c1O | · | i | -2% | 0 | 0% | 6% | 44* | -8% | 7%
Cc1cc(NC(=O)c2cc(C3CC3)on2)no1 | 16% | i | 0% | 0 | -3% | 1% | 57* | 9% | -5%
COc1ccc(NC2=NCC(=O)N2c2ccccc2)c(OC)c1 | -1% | i | 9% | 0 | -7% | 5% | 6 | -7% | 4%
CCCC1CCC(c2nc(-c3cccnc3)no2)CC1 (stereo unspecified) | · | i | 7% | 11 | -12% | 12% | 10 | -7% | 0%
CCN(c1cccc(C)c1)S(=O)(=O)c1cccc2nsnc12 | -6% | i | 2% | 4 | 0% | 16% | 8 | 1% | 6%
COc1cc(Cl)c(C)cc1NC(=O)CSc1nnc(-c2ccco2)n1CC(C)C | · | i | -15% | 11 | 1% | 4% | 7 | 3% | 14%
CCCCCOC(=O)Cc1c(O)c2ccccc2n(C)c1=O | · | i | -2% | 4 | 17% | 6% | 8 | 2% | 5%
COc1ccc(Cl)cc1NC(=O)COc1cccc(-n2cnnn2)c1 | 0% | i | 8% | 3 | 0% | 13% | 13 | 1% | 9% | Spn PMK inh pilot replicates=0.5;Spn MK inh pilot replicates=0.0;DPM-DC inhibit pilot screen %=0.5
COCCNC(=O)CSc1nc2ccccc2c(=O)n1-c1cccc(OC)c1 | · | i | 0% | 11 | 0% | 5% | 0 | -13% | -14%
CCS(=O)(=O)N1CCC(C(=O)N2CCc3ccccc3C2)CC1 | · | i | -1% | 4 | -5% | 4% | 0 | · | ·
Cc1ccc(C(=O)N2CCN(C(=O)CN3CCOCC3)C2)cc1 | · | i | -8% | 4 | 1% | 12% | 5 | 5% | -15%
Cc1c(Cl)ccc2c1NC(=O)[C@]21N[C@@H](CCC(N)=O)[C@H]2C(=O)N(c3ccc(F)cc3)C(=O)[C@H]21 | 8% | i | -17% | 2 | 3% | 2% | 4 | -50% | 21%
CC1(C)NC(=O)N(CC(O)CN2CCCC2)C1=O (stereo unspecified) | 0% | i | 4% | 6 | -2% | 7% | 1 | 2% | 10% | Spn PMK inh pilot replicates=5.0;Spn MK inh pilot replicates=6.0;DPM-DC inhibit pilot screen %=0.0
CCC(C)(C)n1nnnc1C(c1cc2ccc(OC)cc2[nH]c1=O)N1CCc2ccccc21 (stereo unspecified) | · | i | -19% | 4 | -7% | 7% | 11 | 51%* | 43%
O=C1c2ccccc2N2C(=O)c3ccccc3C2N1O (stereo unspecified) | 11% | i | 10% | 7 | -3% | 10% | 5 | 9% | 5%

Arranged by number of heavy atoms (low to high): some entries from above.
SMILES | LYP inhibition | DPM-DC inhibit | HT1080 viability | Spn PMK inh | Bfl-1 inhibitors | TNAP inhibition | Spn MK inh | HPDE-C7 viability | KRASV12 cytotoxicity | others
CC1(C)NC(=O)N(CC(O)CN2CCCC2)C1=O (stereo unspecified) | 0% | i | 4% | 6 | -2% | 7% | 1 | 2% | 10% | Spn PMK inh pilot replicates=5.0;Spn MK inh pilot replicates=6.0;DPM-DC inhibit pilot screen %=0.0
CCCCCOC(=O)Cc1c(O)c2ccccc2n(C)c1=O | · | i | -2% | 4 | 17% | 6% | 8 | 2% | 5%
O=C(Cn1c(-c2cncs2)nc2ccccc21)NC1CCCC1 | 12% | i | 3% | 10 | -3% | 10% | 9 | 2% | -3% | Spn PMK inh pilot replicates=4.0;Spn MK inh pilot replicates=0.0;DPM-DC inhibit pilot screen %=0.0

Filtered by structure, the entries above containing an aryl methoxy group (nine)
SMILES | LYP inhibition | DPM-DC inhibit | HT1080 viability | Spn PMK inh | Bfl-1 inhibitors | TNAP inhibition | Spn MK inh | HPDE-C7 viability | KRASV12 cytotoxicity | others
COc1ccc(OC)c(N)c1 | 7% | i | 16% | 6 | -2% | 2% | 3 | -18% | -19%
COc1ccc(CCNC(=O)COc2nsnc2N2CCOCC2)cc1OC | 5% | i | 28% | 11 | -1% | 3% | 1 | -12% | -4%
CCC(C)NC(=O)C1CCC(=O)N(c2cc(OC)c(OC)c(OC)c2)C1c1ccc(OC)cc1 (stereo unspecified) | 5% | i | 2% | 0 | 1% | 2% | 12 | -19% | -13%
COc1cc(CNc2ccc3c(c2)CCC3)cc(OC)c1O | · | i | -2% | 0 | 0% | 6% | 44* | -8% | 7%
COc1ccc(NC2=NCC(=O)N2c2ccccc2)c(OC)c1 | -1% | i | 9% | 0 | -7% | 5% | 6 | -7% | 4%
COc1cc(Cl)c(C)cc1NC(=O)CSc1nnc(-c2ccco2)n1CC(C)C | · | i | -15% | 11 | 1% | 4% | 7 | 3% | 14%
COc1ccc(Cl)cc1NC(=O)COc1cccc(-n2cnnn2)c1 | 0% | i | 8% | 3 | 0% | 13% | 13 | 1% | 9% | Spn PMK inh pilot replicates=0.5;Spn MK inh pilot replicates=0.0;DPM-DC inhibit pilot screen %=0.5
COCCNC(=O)CSc1nc2ccccc2c(=O)n1-c1cccc(OC)c1 | · | i | 0% | 11 | 0% | 5% | 0 | -13% | -14%
CCC(C)(C)n1nnnc1C(c1cc2ccc(OC)cc2[nH]c1=O)N1CCc2ccccc21 (stereo unspecified) | · | i | -19% | 4 | -7% | 7% | 11 | 51%* | 43%
